procasp7 counter = procaspase-7 activators, primary screen, counter-screen for procaspase-3 activator project, biochemical, absorbance, HTS, human | Caspase-7 (Homo sapiens), P55210 | recombinant procaspase-7, Ac-DEVD-pNA absorbance 405 nm; D23A/D198A/D206A triple mutant, cannot self-cleave; scale: DMSO 0, 5 µM enzyme 100 | activation, % at 8.5 µM | actives 0.093% (n = 330,000) | AID 463210, 2010;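 active means percent activation above the screen-wide mean plus 3 SD, cut at about 25% in these data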
Target sequence (P55210 whole entry D23A/D198A/D206A): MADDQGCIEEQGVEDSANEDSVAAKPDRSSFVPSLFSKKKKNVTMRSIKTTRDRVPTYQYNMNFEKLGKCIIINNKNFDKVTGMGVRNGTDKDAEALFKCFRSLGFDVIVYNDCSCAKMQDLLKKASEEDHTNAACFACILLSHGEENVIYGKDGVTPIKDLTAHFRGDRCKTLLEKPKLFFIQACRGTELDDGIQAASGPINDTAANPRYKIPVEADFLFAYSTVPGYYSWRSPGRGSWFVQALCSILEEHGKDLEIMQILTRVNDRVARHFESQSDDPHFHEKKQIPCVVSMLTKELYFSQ
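Detection: p-Nitroaniline absorbance at 405 nm, read at 0 and 120 min; system: Uncleavable procaspase-7 mutant enzyme; evaluation: % activation from two-timepoint absorbance difference, scaled to controls; times: 1 h enzyme–compound preincubation and 2 h substrate reaction, both 25 °C; buffer or medium: Zinc-free HEPES pH 7.4 with 300 mM NaCl, 0.01% Triton X-100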
PP1 counter = PP1-alpha phosphatase inhibitors, primary screen, counter-screen for PP5 inhibitor project, biochemical, fluorescence, OMFP substrate, single point. Serine/threonine-protein phosphatase PP1-alpha catalytic subunit (Homo sapiens), P62136. purified PP1alpha. inhibition, % at 6.7 µM. actives 0.9% (n = 320,000). AID 2235, 2010;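 active means inhibition above the mean inhibition of all tested compounds plus 3 SD, computed separately for each screening campaign, cut at about 15% in these data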
GRK2 aptamer HTS = compounds blocking aptamer binding on GRK2 – biochemical, human GRK2, bead flow cytometry, HTS, primary screen | Beta-adrenergic receptor kinase 1 (Homo sapiens), P25098 | inhibition of aptamer binding, % at 10 µM | actives 0.59% (n = 330,000) | FAM-aptamer displacement from GRK2;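 active means inhibition of aptamer binding above 40%, roughly 3 SD of noise, on plates passing a quality check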;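 further: median bead fluorescence of bound FAM aptamer so fluorescent compounds give negative values; no value below 0 was filed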
Target sequence (P25098 whole entry, looked up): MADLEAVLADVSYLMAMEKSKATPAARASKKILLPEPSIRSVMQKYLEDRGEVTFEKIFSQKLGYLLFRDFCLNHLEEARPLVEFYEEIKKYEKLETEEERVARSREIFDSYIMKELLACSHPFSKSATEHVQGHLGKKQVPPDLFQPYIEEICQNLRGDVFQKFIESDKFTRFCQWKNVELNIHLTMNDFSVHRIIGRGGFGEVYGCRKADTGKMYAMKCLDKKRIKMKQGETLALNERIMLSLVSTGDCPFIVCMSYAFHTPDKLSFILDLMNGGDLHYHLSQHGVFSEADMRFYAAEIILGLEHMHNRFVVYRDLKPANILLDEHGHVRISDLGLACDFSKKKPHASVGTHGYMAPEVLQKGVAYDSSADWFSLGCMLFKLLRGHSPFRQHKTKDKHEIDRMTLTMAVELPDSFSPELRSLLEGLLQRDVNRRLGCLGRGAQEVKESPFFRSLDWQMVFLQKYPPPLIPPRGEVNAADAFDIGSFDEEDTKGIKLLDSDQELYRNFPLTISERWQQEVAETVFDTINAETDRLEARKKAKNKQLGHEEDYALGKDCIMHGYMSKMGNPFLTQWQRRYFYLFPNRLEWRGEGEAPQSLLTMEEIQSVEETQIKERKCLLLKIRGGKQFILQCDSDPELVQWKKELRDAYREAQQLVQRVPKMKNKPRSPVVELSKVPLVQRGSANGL
VLA-4 inh = inhibition in human VLA-4 binding assay, primary screen, VLA-4 allosteric modulator project, MLPCN library, flow cytometry, VLA-4 expressing cells; ligand binding flow cytometry; inhibition, % (about 7 µM as worked out from the volumes in the protocol); actives 0.2% (n = 330,000); AID 2557, 2010; in the data active means inhibition above about 50%
GASC-1 inh = inhibitors of GASC-1 histone demethylase, primary screen, biochemical, fluorescence, DELFIA europium. GST-JMJD2C(1-420) H3K9me3 demethylation. inhibition, % at 2.35 µM. actives 0.069% (n = 330,000);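 active means more than half of a compound's replicate wells show inhibition beyond 50%, single wells judged on their own value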;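 further: signal counts dimethyl H3K9 product captured on neutravidin plate; 0% = median of DMSO wells and 100% = 0.3 times that DMSO median; strong numbers were not always called active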
HCV core dimer = inhibitors of HCV core protein dimerization, primary screen, biochemical, TR-FRET, high-throughput; TR-FRET GST/Flag-core106 dimerization, 1536-well; inhibition, % at 5 µM; actives 0.33% (n = 300,000); AID 1899, 2009;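 active means inhibition above the mean of all tested compounds plus 3 SD, set per screening campaign, cut at about 45% in these data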
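assay system = GST-tagged and Flag-tagged HCV core protein residues 1-106 | controls = unlabelled core106 and no-GST-core106 wells | incubation = compound-protein-antibody incubation 4 h at 22.5 °C | probe or stimulus = Eu donor and XL665 acceptor anti-tag antibodies | read-out = % inhibition based on acceptor/donor emission ratio | signal = TR-FRET 671 and 617 nm emission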
Fh CTSL1 inh = Fasciola hepatica cathepsin L1 inhibitors, primary screen, counter-screen for PFM18AAP inhibitor project, biochemical, QFRET, fluorogenic peptide substrate | AID 1906, 2009 | recombinant F. hepatica cathepsin L1, Z-Leu-Arg-MCA fluorescence | actives 0.49% (n = 300,000) | inhibition, % at 5.96 µM;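 active means inhibition above the mean of all tested compounds plus 3 SD, set per screening campaign, cut at about 17% in these data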;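 further: 0% = plate median of test compound wells and 100% = 1 µM Z-Phe-Ala-diazomethylketone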
procasp3 activ = activators of human procaspase-3 D3A mutant, primary screen, biochemical, absorbance, PC-3 D3A mutant, single concentration; recombinant procaspase-3 D3A, Ac-DEVD-pNA absorbance 405 nm; actives 0.11% (n = 330,000); Caspase-3 (Homo sapiens), P42574; activation, % at 8.5 µM;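 active means activation above the mean of all tested compounds plus 3 SD, cut at about 21% in these data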;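 further: 0% = DMSO alone and 100% = DMSO wells spiked with extra 5 µM PC-3 D3A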
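assay system = Procaspase-3 D3A mutant | signal = absorbance at 405 nm, 0 and 120 min | times = 1 h preincubation plus 2 h reaction at 25 °C | repeats = single replicate | read-out = % activation between DMSO and enzyme-spiked controls | medium = Zinc-free HEPES saline buffer with Triton X-100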
PP5 primary = PP5 phosphatase inhibitors, primary screen, biochemical, fluorescence; actives 0.18% (n = 320,000); Serine/threonine-protein phosphatase 5 (Homo sapiens), P53041; inhibition, % at 6.7 µM; purified PP5c, OMFP substrate fluorescence;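 active means inhibition above the campaign's mean inhibition across all tested compounds plus 3 SD, cut at about 9.5% in these data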;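 further: 0% = DMSO only and 100% = 100 µM cantharidin control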
Active calls of the source: *; x = no result given.

SMILES	procasp7 counter	PP1 counter	GRK2 aptamer HTS	VLA-4 inh	GASC-1 inh	HCV core dimer	Fh CTSL1 inh	procasp3 activ	PP5 primary
COc1ccc(-c2csc(NC(=O)CSc3nnnn3C)n2)cc1OC	8	-1	4	-6	3	-1	-4	-3	0.9
Cc1ccsc1/C=N/NC(=O)c1ccc([N+](=O)[O-])cc1	0	-2	0	-6	-4	-2	2	4	0.8
O=C1c2cccc(OCC(=O)N3CCCc4ccccc43)c2CCN1Cc1ccc(F)cc1	1	2	6	31	1	4	-2	7	2.5
CC(C)COc1ccc(C(=O)NC(CC(C)C)C(=O)O)cc1 (centres undefined)	7	-4	3	-1	8	1	9	4	0.0
O=C(c1cccs1)N(Cc1ccc(F)cc1)C1CCS(=O)(=O)C1 (centres undefined)	-5	-3	1	10	-5	-11	0	1	-4.1
O=C(CCCn1c(=O)[nH]c2cc(Cl)ccc2c1=O)NC1CCCCCC1	6	1	0	4	4	3	-1	10	-0.9
COc1ccc(C2CC(c3ccccc3)=NN2S(=O)(=O)c2ccccc2)c(OC)c1 (centres undefined)	1	-4	0	-17	-1	3	7	8	-2.9
COc1cc(NC(=O)c2cccs2)ccc1NC(=O)c1ccco1	-12	-5	0	-3	-5	14	4	-27	-5.5
O=C(Nc1ccc(S(=O)(=O)N2CCCC2)cc1)c1ccc([N+](=O)[O-])cc1	0	0	0	3	-1	1	-3	9	1.0
N#C/C(=C\c1c(N2CCC(C(N)=O)CC2)nc2ccccn2c1=O)C(=O)NC1CCCCC1	-1	1	3	10	-6	0	2	4	4.9
Cc1c(NC(=O)/C(C#N)=C/c2ccccc2)c(=O)n(-c2ccccc2)n1C	3	-4	0	19	2	7	0	5	-1.1
Cc1cccc(-n2cnc3c(sc4nc(N5CCOCC5)c5c(c43)CCCC5)c2=O)c1	6	4	0	21	-9	25	1	3	-0.7
C=CCNC(=O)N1c2ccccc2Sc2ccccc21	11	1	1	11	-43	-4	0	-4	2.1
C=C(Br)Cn1c(CC)nc2ccccc21	-2	1	0	17	1	10	-1	4	-1.2
CC(CC(=O)NC1CCCCC1)S(=O)(=O)c1ccc2c(c1)NC(=O)CO2 (centres undefined)	-9	-2	1	-3	0	-10	4	1	-0.7
Cc1ccc(C)n1-c1ccc(C(=O)O)cc1	5	2	82*	17	-13	-17	-5	-7	2.5
CCNC(=O)COc1ncnc2scc(-c3ccc(F)cc3)c12	16	0	4	-6	22	-1	-4	-2	-0.7
CC(C)CN1C(=O)c2ccc(C(=O)Nc3nccs3)cc2C1=O	13	-2	0	-4	6	2	2	9	-1.2
COc1cc2nc(=S)n3[nH]c(COc4ccccc4C)nc3c2cc1OC	1	-3	2	-6	4	11	0	-3	1.8
CCOC(=O)CN1C(=O)S/C(=C/c2ccc3c(c2)n(C)c(=O)n3C)C1=O	1	-3	0	-3	-5	1	2	-5	-0.1
CCC(C)N1C(=O)S/C(=C/c2ccc(Sc3nc4ccccc4[nH]3)o2)C1=O (centres undefined)	0	6	1	-26	-6	-6	-2	-10	5.5
Cc1ccc(-c2nc(CSCC(=O)N3CCOCC3)c(C)o2)cc1	-2	0	0	-1	5	6	-3	-3	0.4
COC(=O)c1ccc(S(=O)(=O)c2ccc(Cl)cc2)c(N)c1	13	1	0	12	-4	-4	5	13	0.1
CC(OC(=O)c1ccc2ncsc2c1)C(=O)NC1CCCCC1C (centres undefined)	0	5	0	2	-1	-9	-3	0	0.0
O=C(c1cccc(Oc2ccc([N+](=O)[O-])cc2Cl)c1)N1CCOCC1	13	-2	0	3	2	6	1	0	-0.8
Cc1cc2cc(CNC(=O)c3ccco3)ccc2n1C	-16	9	2	-12	14	24	-1	-10	2.4
Cc1ccsc1/C=N/Nc1ncnc2nc[nH]c12	1	-4	1	15	-3	-3	4	11	0.7
O=C(O)CNS(=O)(=O)c1ccc(F)cc1	0	2	1	-57	6	0	-1	-6	-0.2
C=CCN1C=C2C(=O)C(C)(OC(=O)c3ccc(OC)cc3)C(=O)C(c3ccco3)=C2C=C1CCCC (centres undefined)	-2	1	1	34	-2	33	1	-2	3.5
NC(=O)c1c(NC(=O)c2ccc(N3C(=O)CCC3=O)cc2)sc2c1CCCC2	-26	-1	0	-12	3	x	x	-13	0.9

Given with bars between the fields: part of the list above
structure | procasp7 counter | PP1 counter | GRK2 aptamer HTS | VLA-4 inh | GASC-1 inh | HCV core dimer | Fh CTSL1 inh | procasp3 activ | PP5 primary
CC(OC(=O)c1ccc2ncsc2c1)C(=O)NC1CCCCC1C (centres undefined) | 0 | 5 | 0 | 2 | -1 | -9 | -3 | 0 | 0.0
O=C(c1cccc(Oc2ccc([N+](=O)[O-])cc2Cl)c1)N1CCOCC1 | 13 | -2 | 0 | 3 | 2 | 6 | 1 | 0 | -0.8
Cc1cc2cc(CNC(=O)c3ccco3)ccc2n1C | -16 | 9 | 2 | -12 | 14 | 24 | -1 | -10 | 2.4
Cc1ccsc1/C=N/Nc1ncnc2nc[nH]c12 | 1 | -4 | 1 | 15 | -3 | -3 | 4 | 11 | 0.7

Remaining list, next part
SMILES	procasp7 counter	PP1 counter	GRK2 aptamer HTS	VLA-4 inh	GASC-1 inh	HCV core dimer	Fh CTSL1 inh	procasp3 activ	PP5 primary
CC(C)C[C@H](NC(=O)c1nc[nH]c1C(=O)NCc1ccccc1)C(=O)OCc1ccccc1	-1	6	1	-15	-10	-4	-3	-4	7.0
COc1ccc(-c2csc(N(CCCN(C)C)C(=O)c3cc(OC)c(OC)c(OC)c3)n2)cc1	6	-2	0	2	1	-3	1	0	-0.1
COc1ccc(NCC(=O)Nc2ccc(Br)cc2F)c(OC)c1	-38	0	3	-5	1	-2	3	-11	0.5
O=C1C(C=NCc2ccccn2)=C(O)c2ccccc21	-7	-3	2	-10	4	-9	5	2	-2.8
Cn1c(SCC(=O)N/N=C/c2ccco2)nc2ccccc21	8	-1	1	13	-8	-4	1	1	-0.8
Clc1ccc2nnc(Cl)n2n1	10	-3	1	2	5	-4	4	8	1.2
O=C(Cn1cnc2c(cnn2-c2ccccc2)c1=O)N1CCCc2ccccc21	9	-1	0	2	-6	4	1	-2	-2.2
Cc1ccc(/C=N/NS(=O)(=O)c2ccc([N+](=O)[O-])cc2)o1	-12	-2	x	24	1	1	-1	1	-1.2
Cc1c(C2C(C#N)=C(N)N(c3cccc([N+](=O)[O-])c3)C3=C2C(=O)CCC3)cnn1C (centres undefined)	6	-3	4	3	-9	-4	-2	3	0.8
O=c1c2ccccc2nc2n1C(CSCc1ccc(Cl)cc1)CS2 (centres undefined)	13	-2	0	-14	2	7	-4	1	-0.4
CC(=O)CCc1ccccc1	3	1	2	-2	-1	0	0	-1	0.4
O=S(=O)(c1ccc2c(c1)nc(COc1ccc(Cl)cc1)n2CC1CCCO1)N1CCOCC1 (centres undefined)	-3	-3	4	22	3	5	-1	-3	0.4
Nc1c(-c2ccccc2)c(CN2CCOCC2)nn1-c1ccc(F)cc1	-3	-1	2	-9	16	-13	2	7	2.0
CSCC[C@H](NC(=O)NCCC1=CCCCC1)C(=O)O	-4	-4	3	5	-9	-1	3	-4	-1.7
Cc1nc2c3ccccc3[nH]c(=O)n2n1	9	2	2	1	1	-2	-3	3	-0.6
COC(=O)c1c(C(=O)OC)c(C)n(Cc2cccnc2)c1C	0	2	1	17	-6	3	-2	6	-0.5
COc1cc(/C=C(\C#N)c2nc3ccccc3[nH]2)cc(Br)c1OCc1ccc(F)cc1	-13	1	1	3	-2	2	3	-11	-0.3
CCOc1ccc(OCC)c(NC(=O)CN(C)S(=O)(=O)c2cnc[nH]2)c1	10	-1	8	7	-5	-6	2	3	-0.1
CC(OC(=O)c1c[nH]c2ccccc12)C(=O)N1CCCC1 (centres undefined)	-3	0	1	13	-3	x	x	7	1.6
CCNC(=S)Nc1ccc(Cl)cc1	3	-1	0	-51	-4	6	3	6	-0.4
S=C(c1ccc(-c2ccccc2)cc1)N1CCOCC1	1	-3	0	-15	-11	10	-4	-7	1.4
Cc1cccc(C(=O)Nc2ccnc(-c3cccnc3)n2)c1	5	-5	0	-1	-2	3	-2	3	0.2
COc1cc(O)c(C(CCN2CCOCC2)c2ccc3c(c2)OCO3)c(OC)c1 (centres undefined)	-4	-3	1	16	-5	-8	0	2	0.1
Cn1nnc(NC(=S)NC(=O)c2cccc3c(Br)cccc23)n1	-14	-3	0	8	9	5	1	-4	-0.6
C[C@H]1[C@H](c2ccccc2)C[C@@H](C(=O)O)C1(C)C	-2	-1	0	1	0	4	-1	0	-0.6
CCCCn1c(-c2cccnc2)n[nH]c1=S	3	-3	0	8	14	-4	-1	-7	-3.1
O=C(NC(=S)NCc1ccc(F)cc1)c1ccccc1	-10	2	2	7	3	1	-2	-5	0.5
COc1ccc(Nc2nc(NCC3CCCO3)nc(N)c2[N+](=O)[O-])cc1 (centres undefined)	6	-5	2	9	-1	-4	-1	10	1.6
Cc1onc(-c2ccccc2)c1C(=O)n1nnc2ccccc21	7	0	3	-4	-1	5	0	-1	-0.7
Cc1ccc(-n2[nH]c(C)c(C=Nc3ccc(S(=O)(=O)Nc4nccs4)cc3)c2=O)cc1C	5	4	0	26	-36	14	1	11	5.2
CCc1ccc(N2CC(C(=O)OCC(=O)NC3CC3)CC2=O)cc1 (centres undefined)	2	x	0	9	2	x	x	1	x
CC(C)(C)OC(=O)NCCCCCNC(=O)c1[nH]cnc1C(=O)N[C@@H](Cc1ccccc1)C(=O)OCc1ccccc1	-3	10	4	-11	-9	7	4	-1	9.5

Limited to GASC-1 inh and HCV core dimer, for 3 of the compounds above:
| smiles | GASC-1 inh | HCV core dimer |
| --- | --- | --- |
| Cc1ccc(-n2[nH]c(C)c(C=Nc3ccc(S(=O)(=O)Nc4nccs4)cc3)c2=O)cc1C | -36 | 14 |
| CCc1ccc(N2CC(C(=O)OCC(=O)NC3CC3)CC2=O)cc1 (centres undefined) | 2 | x |
| CC(C)(C)OC(=O)NCCCCCNC(=O)c1[nH]cnc1C(=O)N[C@@H](Cc1ccccc1)C(=O)OCc1ccccc1 | -9 | 7 |

Screens: PubChem BioAssay, several laboratories
